Vif-A3F inh – qHTS for Inhibitors of Vif-A3F Interactions: qHTS. Potency, µM (doses to about 46.1 µM), inactives show at the highest dose activity, negative = active. AID 602313, 2012. 390,000 compounds, 0.2% hits. HeLa A3F-eYFP + Vif (tagged APOBEC3F with the HIV-1 protein that degrades it), YFP fluorescence increase; also: % of control where 0% means no effect; nearly all actives have a fitted effect of over 65% in size
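HeLa cells stably expressing Vif plus C-terminally eYFP-tagged A3F were seeded, incubated overnight at 37 deg C, dosed with compound, incubated overnight again at 37 deg C. Yellow fluorescence (Ex 488/Em 500-530) reported blocked Vif-mediated A3F-eYFP degradation.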
Vif-A3G inh – qHTS for Inhibitors of Vif-A3G Interactions: qHTS. DNA dC->dU-editing enzyme APOBEC-3G (Homo sapiens), Q9HC16. HeLa A3G-eYFP + Vif (tagged APOBEC3G with the HIV-1 protein that degrades it), YFP fluorescence, overnight. Potency, µM (doses to about 46.1 µM), without a hit: at the top dose activity, negative = active, most hits filed as inhibitors. 410,000 compounds, 0.076% hits;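 also: % is scaled to controls: 0 for no effect and ±100 for the full control effect; nearly all actives have a fitted effect of over 60% in size; hits raise eYFP signal because A3G escapes Vif-driven loss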
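HeLa cells stably expressing Vif and C-terminally eYFP-tagged A3G, seeded overnight at 37 deg C, then exposed to compound by pintool overnight at 37 deg C. Rise in yellow fluorescence (Ex 488/Em 500-530, Acumen) marks blocked Vif-driven A3G degradation.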
ALOX12 inh – Primary qHTS assay for inhibitors of human arachidonate 12S-lipoxygenase (ALOX12): Round 2. Potency, µM (highest dose often 108 µM), for inactives: top-dose activity change, negative = inhibition, hits mostly inhibitors. Polyunsaturated fatty acid lipoxygenase ALOX12 (Homo sapiens), P18054. purified 12hLO, xylenol orange hydroperoxide absorbance. 580,000 compounds, 1.1% hits; also: % is scaled to controls: 0 for no effect and ±100 for the full control effect
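Hydroperoxide product was detected by ferrous iron/xylenol orange as the 573 to 405 nm absorbance ratio. Arachidonic acid at 40 uM (final) was turned over for 30 min at room temperature by 150 nM human 12hLO, pH 7.0 Hepes buffer, after 15 min compound preincubation.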
TrxR1 inh – qHTS Assay for Inhibitors of Mammalian Selenoprotein Thioredoxin Reductase 1 (TrxR1): qHTS; Potency, µM (series often up to 114 µM), without a hit: at the top dose activity change, negative = inhibition, most hits filed as inhibitors; 390,000 compounds, 1% hits; AID 588453, 2011; recombinant rTrxR1, NADPH fluorescence consumption, selenite substrate; also: % is scaled to controls: 0 for no effect and ±100 for the full control effect; nearly all actives have a fitted effect of over 65% in size
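Rat TrxR1 (90 nM in the dispensed reagent) was pre-reduced with 400 uM NADPH for 5 min at room temperature, then incubated with compound for 15 min. After 400 uM selenite was added, NADPH fluorescence (Ex 340/Em 450 nm) was followed for 8 min.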
USP1 inh – Inhibitors of USP1/UAF1: Primary Screen | recombinant USP1/UAF1, Ub-Rhodamine cleavage fluorescence | AID 743255, 2014 | 390,000 compounds, 0.23% hits | Potency, µM (titrated, usually from 57.1 µM), without a hit: at the top dose activity change, negative = inhibition, actives largely listed as inhibitors; also: % is scaled to controls: 0 for no effect and ±100 for the full control effect; nearly all actives have a fitted effect of over 60% in size; inactives centre near -12
Target sequence (O94782 whole entry, looked up): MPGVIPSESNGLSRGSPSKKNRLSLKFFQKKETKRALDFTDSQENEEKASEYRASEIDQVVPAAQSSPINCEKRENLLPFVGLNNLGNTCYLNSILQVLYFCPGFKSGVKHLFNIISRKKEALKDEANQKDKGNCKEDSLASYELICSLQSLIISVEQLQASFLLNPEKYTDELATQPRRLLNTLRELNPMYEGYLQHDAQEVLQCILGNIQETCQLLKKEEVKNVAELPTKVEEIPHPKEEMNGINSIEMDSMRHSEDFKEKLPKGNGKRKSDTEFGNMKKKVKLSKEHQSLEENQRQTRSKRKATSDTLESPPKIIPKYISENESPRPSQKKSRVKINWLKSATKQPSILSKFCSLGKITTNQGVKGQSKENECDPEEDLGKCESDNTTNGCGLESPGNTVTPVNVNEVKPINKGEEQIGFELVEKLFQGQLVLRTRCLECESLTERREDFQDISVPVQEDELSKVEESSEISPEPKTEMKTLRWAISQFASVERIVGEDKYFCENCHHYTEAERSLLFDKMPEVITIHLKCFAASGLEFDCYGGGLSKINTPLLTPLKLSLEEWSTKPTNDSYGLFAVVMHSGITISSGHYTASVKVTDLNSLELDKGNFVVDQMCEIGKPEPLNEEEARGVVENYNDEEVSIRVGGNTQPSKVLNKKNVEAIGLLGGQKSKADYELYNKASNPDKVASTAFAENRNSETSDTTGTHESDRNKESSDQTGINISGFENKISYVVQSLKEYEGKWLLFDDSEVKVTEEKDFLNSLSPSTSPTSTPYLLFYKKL
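USP1/UAF1 complex (1 nM) preincubated 15 min at room temperature with compound, then Ub-Rho substrate (150 nM final) added. Kinetic fluorescence at 480/540 nm over 6 reads at 60 s intervals; 50 mM HEPES pH 7.8, 0.5 mM EDTA, 0.1 mg/ml BSA, 1 mM TCEP, 0.01% Tween-20.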
RGS4 inhibitor – Inhibitors of Regulator of G Protein Signaling (RGS) 4: qHTS; Transcreener GDP fluorescence polarization, RGS4-accelerated GTP hydrolysis; Potency, µM (doses to about 114 µM), without a hit: at the highest dose activity change, negative = inhibition, most hits filed as inhibitors; 390,000 compounds, 0.039% hits; AID 504845, 2011; also: % is scaled to controls: 0 for no effect and ±100 for the full control effect; nearly all actives have a fitted effect of over 75% in size; some results filed as inactive show a strong effect at the top dose
Target sequence (P49798 whole entry, looked up): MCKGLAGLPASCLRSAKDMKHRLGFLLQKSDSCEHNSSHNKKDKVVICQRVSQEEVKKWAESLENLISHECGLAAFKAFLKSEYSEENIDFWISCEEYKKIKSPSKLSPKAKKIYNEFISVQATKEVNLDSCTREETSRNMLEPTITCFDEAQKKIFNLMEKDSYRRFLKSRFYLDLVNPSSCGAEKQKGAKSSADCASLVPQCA
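MLSMR compounds (23 nl, pin-transferred) preincubated 10 min at room temperature with a 500nM (2x) first reagent, then RGS4 at 900nM (2x) plus Transcreener GDP mix added; fluorescence polarization (620/688 nm) read before and after 90 min at 30 °C.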
RXFP1 ag – qHTS Assay for Agonists of the Relaxin Receptor RXFP1; Relaxin receptor 1 (Homo sapiens), Q9HBX9; HEK293T-RXFP1 cAMP TR-FRET, 30 min; response scale: percent of porcine relaxin response, buffer zero; Potency, µM (series often up to 57.5 µM), for the others: at the highest dose activation, usual class: activators; 370,000 compounds, 0.3% hits; also: % is scaled to controls: 0 for no effect and ±100 for the full control effect; nearly all actives have a fitted effect of over 60% in size; many of its hits are not listed in these tables
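Agonist response is measured as cAMP accumulation in an RXFP1-transfected HEK293T line under PDE4 inhibition. Values are scaled between buffer-only and 29 nM porcine relaxin, and EC50s come from standard Hill equation fits.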
TrxR1 substrate – qHTS Assay for Substrates of Mammalian Selenoprotein Thioredoxin Reductase 1 (TrxR1): qHTS | 390,000 compounds, 0.01% hits | Thioredoxin reductase 1, cytoplasmic (Rattus norvegicus), O89049 | AID 588456, 2011 | purified TrxR1 substrate turnover, NADPH consumption readout | Potency, µM (doses to about 114 µM), without a hit: at the highest dose activity change, negative = substrate turnover; also: % is scaled to controls: 0 for no effect and ±100 for the full control effect; nearly all actives have a fitted effect of over 50% in size
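Rat TrxR1, dispensed at 90 nM, was prereduced with 400 uM NADPH (final) for 5 min at ~22 deg C, then incubated with compound 15 min before 400 uM selenite. A first-read NADPH fluorescence drop versus no-compound background flagged substrates.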
IDH1 R132H inh – qHTS for Inhibitors of mutant isocitrate dehydrogenase 1 (IDH1): qHTS. Isocitrate dehydrogenase [NADP] cytoplasmic (Homo sapiens), O75874. 390,000 compounds, 0.093% hits. AID 602179, 2012. Potency, µM (highest dose often 76.6 µM), for the others: top-dose activity change, negative = inhibition, actives largely listed as inhibitors. IDH1-R132H enzyme, NADPH consumption, diaphorase/resazurin fluorescence; also: % is scaled to controls: 0 for no effect and ±100 for the full control effect; nearly all actives have a fitted effect of over 65% in size
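IDH1-R132H (0.5 ug/mL dispensed) in pH 7.5 Tris buffer was preincubated 30 min with compound, then given a substrate mix of 0.016 mM NADPH and 2 mM alpha-KG for 80 min at room temperature; remaining NADPH was read by diaphorase/resazurin fluorescence.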
Numbers without * were called inactive; ? = inconclusive; nt = no result given; & = joins results of further samples; [ ] = remark or other dose. Calls follow the shape of the dose curve; as a rule, active = well fitted curve in the direction sought with a large enough effect; inconclusive = small, poorly fitted or top-dose-only effect, or another doubt; inactive = no such curve, though single readings can be large; an effect the other way counts as inactive or inconclusive. Potency is read from the fitted curve at half-maximal effect. The list is partial; count on the stated rates, not on these rows.

SMILES	Vif-A3F inh	Vif-A3G inh	ALOX12 inh	TrxR1 inh	USP1 inh	RGS4 inhibitor	RXFP1 ag	TrxR1 substrate	IDH1 R132H inh
Cn1c(N)c(C(=O)COC(=O)/C=C/c2ccc(Cl)cc2Cl)c(=O)n(C)c1=O	-27%	1%	-24%	20%[57.1 µM]	-5%	19%	nt	14%[57.1 µM]	0%
COc1ccc(CCNC(=O)CC2SC(=NCCc3ccccc3)NC2=O)cc1 (stereo not given)	-9%	-2%	9%	-14%	-10%	-45%	-0.8%	-5%	1%
CC(=O)Oc1ccccc1C(=O)N1CCN(S(=O)(=O)c2ccc3ccccc3c2)CC1	0%	0%	51%[activator]	13%	-9%	19%	-0.3%	-4%	2%
N#Cc1cn(-c2ccccc2)nc1-c1ccccc1	-6%	0%	-2%	8%	5%	-14%	2.1%	-5%	2%
COc1ccc(CN2CCC(CO)(Cc3ccccc3)CC2)cc1Cn1cccn1	3%	1%	-7%	20%	-3%	10%	3.4%	-1%	-11%
CCC1=C(CC2NCCc3ccccc32)CC2c3cc(OC)c(OC)cc3CCN2C1 (stereo not given)	1%	-7%	-16%	-32%	2%	-9%	nt	-5%	5%
Cc1ccccc1-n1c(SCC(=O)NC2CCS(=O)(=O)C2)nc2ccccc2c1=O (stereo not given)	2%	0%	-17%	-1%	-5%	-15%	1.0%	-2%	-4%
CN(C)S(=O)(=O)c1ccc(N2CCCC2)c(C(=O)NCc2ccccc2)c1	-6%	1%	103%[activator]	-13%	-7%	-14%	-1.2%	-6%	8%
CCOC(=O)N1CCC(NC(=O)CCC(=O)N2CC(C)Oc3ccc(C)cc32)CC1 (stereo not given)	-9%	0%	-7%	3%	-13%	21%	-0.2%	-7%	0%
Fc1ccccc1N1CCN(c2ncnc3onc(-c4ccc(Cl)cc4)c23)CC1	-1%	2%	-15%	35%[activator]	-9%	26%	-1.6%	18%	0%
CC(O)CNc1nc(N)[nH]c(=O)c1N=Nc1ccccc1 (stereo not given)	2%	-3%	-26%	1%[57.1 µM]	-19%	9%	nt	-15%	5%
CNc1c(NC(=O)COc2ccc(Cl)cc2)c(=O)oc2ccccc12	-3%	2%	0%&25%	-12%	-17%	-18%[56.9 µM]	8.2%	-8%	0%
COc1ccc(OC)c(S(=O)(=O)N2CCC(C(=O)N3CCc4ccccc4C3)CC2)c1	-4%	-4%	-4%	-3%	-26%	-13%	4.3%	-1%	1%
CN(C)c1ccc(C=C2SC(=S)N(Cc3ccco3)C2=O)cc1	?	?	-15%	nt	207%[activator]	nt	nt	nt	-7%
COc1cccc(CNc2ccc(S(=O)(=O)N3CCCC3)cn2)c1	9%	0%	-8%	9%	-10%	-3%	nt	5%	2%
O=C1CCc2cc(S(=O)(=O)NCc3ccc(F)cc3)cc3c2N1CCC3	-11%	0%	-25%	2%[57.1 µM]	-7%	7%	0.7%	-1%[57.1 µM]	2%
Cc1[nH]n(-c2ccccc2)c(=O)c1C(c1ccccc1C(=O)O)c1c(C)[nH]n(-c2ccccc2)c1=O	3%	-1%	-9%	-21%	-12%	-19%	4.4%	-6%	7%
C=CCOc1ccc(Br)cc1CNC(C)(C)CO	-2%	-6%	173%[activator]	8%[57.1 µM]	-17%	-5%	0.0%	1%[57.1 µM]	-1%
COC(=O)c1cc2sc(Cl)cc2n1CC(=O)Nc1ccc(OC)c(OC)c1OC	-6%	-9%	-24%	17%	-9%	1%	5.9%	0%	-4%
COc1ccc(-n2c(=O)c3ccccc3n(Cc3ccc(F)cc3Cl)c2=O)cc1OC	1%	-1%	-12%	6%	-22%	14%	-0.9%	2%	-1%
CCC(C)n1c(SCC(=O)Nc2cc(C(C)(C)C)nn2-c2ccccc2)nc2ccccc2c1=O (stereo not given)	3%	-4%	-7%	26%	-20%	1%	-1.0%	-4%	-9%
COc1ccc(-c2nc3ccccc3o2)cc1NC(=O)c1cccnc1	-17%	-7%	?	13%	-26%	-9%	0.4%	3%[11.4 µM]	21%
COc1cc(/C=N/n2cnn(Cc3ccccc3Cl)c2=S)cc(OC)c1OC	7%	-1%	-22%	35%[57.1 µM]	-19%	-31%	-1.1%	-15%[57.1 µM]	10%
O=S(=O)(Nc1cccc(-c2ccc(N3CCOCC3)nn2)c1)c1ccc(F)cc1F	0%	0%	-5%	9%[57.1 µM]	-23%	5%	0.4%	-2%[57.1 µM]	16%

3 compounds out of the list above, sorted by their value in TrxR1 inh, low to high:
| smiles | ALOX12 inh | TrxR1 inh | USP1 inh | RGS4 inhibitor | RXFP1 ag | TrxR1 substrate | IDH1 R132H inh |
| --- | --- | --- | --- | --- | --- | --- | --- |
| Cc1[nH]n(-c2ccccc2)c(=O)c1C(c1ccccc1C(=O)O)c1c(C)[nH]n(-c2ccccc2)c1=O | -9% | -21% | -12% | -19% | 4.4% | -6% | 7% |
| COc1ccc(CCNC(=O)CC2SC(=NCCc3ccccc3)NC2=O)cc1 (stereo not given) | 9% | -14% | -10% | -45% | -0.8% | -5% | 1% |
| COc1cccc(CNc2ccc(S(=O)(=O)N3CCCC3)cn2)c1 | -8% | 9% | -10% | -3% | nt | 5% | 2% |

Continuation:
SMILES	Vif-A3F inh	Vif-A3G inh	ALOX12 inh	TrxR1 inh	USP1 inh	RGS4 inhibitor	RXFP1 ag	TrxR1 substrate	IDH1 R132H inh
COc1ccc(OC)c(NC(=O)COC(=O)c2ccc(OC)c(S(=O)(=O)N3CCOCC3)c2)c1	2%	-1%	14%	13%	-16%	10%	-0.3%	3%	-2%
CCc1cc(-c2n[nH]c(=S)n2-c2ccccc2C)cs1	-4%	2%	nt	-2%	1%	-15%	1.2%	12%	12%
CCC(=O)c1ccc(OCC(=O)Nc2ccc(N3CCCCC3)cc2)cc1	-5%	2%	-7%	7%	-5%	-8%	-0.9%	3%	-12%
Nc1nc(N2CCCCC2)nc2ccccc12	-2%	0%	21%	-8%	-9%	15%	-1.2%	35%[activator]	12%
O=C(NCc1ccc(F)cc1)C1CCN(c2cnccn2)CC1	-4%	-1%	-11%	5%[57.1 µM]	3%	?	15%	0%[57.1 µM]	-5%
Cc1cccc(C)c1OCc1cc(C(=O)N2CCN(C3CCCC3)CC2)no1	5%	-3%	10%	-8%	-16%	-6%	0.4%	0%	8%
O=C(N/N=C/c1c[nH]c2ccccc12)c1ccn[nH]1	-3%	1%	3%	1%	-29%	11%	1.4%	-11%	-8%
Cc1cc(O)c(C(C)C)cc1N=Cc1ccc([N+](=O)[O-])cc1	9%	0%	?	?	?	?	nt	-20%	22%
Cc1c(Cl)cccc1NC(=O)CCCn1nc(C)c2sc3ccccc3c2c1=O	11%	-2%	-2%	12%	-14%	0%	14%	13%	11%
COc1ccc(C2=NC(C)(C)N(CC(=O)Nc3cc(OC)cc(OC)c3)C2=O)cc1	nt	nt	-14%	9%	-26%	-10%	1.6%	-3%	nt
Clc1ccccc1-c1nnc(-c2ccccc2CNc2ccccc2)o1	-3%	2%	3%	5%	-11%	9%	4.2%	-3%	24%
O=C1CCN(C(=O)Nc2ccccc2)N1	-5%	-3%	0%	?	-16%	4%	-0.5%	3%	3%
Cc1nc(C)c(-c2csc(Nc3ccccn3)n2)s1	0%	3%	?	-7%	-21%	-19%	-0.4%	0%	4%
COc1cc([N+](=O)[O-])ccc1NC(=S)NCc1ccccn1	-9%	-4%	7%	-1%	-20%	-26%	2.0%	-4%	1%
CC(NC(=O)C1CC1)C(c1cccs1)N1CCN(c2ccccc2)CC1 (stereo not given)	3%	0%	7%	27%[57.1 µM]	-10%	-13%	-0.1%	11%[57.1 µM]	0%
CCOc1ccc(-c2nc(CSc3nnc(N)s3)cs2)cc1	2%	1%	11%	2%	5%	9%	-0.8%	-4%	10%
CN(C)Cc1c(C(=O)N/N=C/c2cccc(OCc3c(F)cccc3Cl)c2)nnn1-c1nonc1N	-1%	4%	7%	28%	-14%	-9%	3.0%	9%	-2%
COc1ccc(-c2nn(CCC(=O)O)cc2/C=C2\SC(N)=NC2=O)cc1	-1%	-2%	-25%	-5%[57.1 µM]	-8%	-4%	1.2%	-2%[57.1 µM]	4%
N#Cc1ccc(-c2nc3ccccc3c(=O)n2O)cc1	-6%	1%	0%	17%	-13%	-14%	4.1%	1%	5%
CCN(C(=O)CSc1nncs1)c1c(N)n(Cc2ccccc2)c(=O)[nH]c1=O	nt	-1%	-11%	-16%	-3%	-12%	-0.1%	-5%	8%
COc1cccc(-c2nnn(CC(=O)N(C3CCCCC3)C3CCS(=O)(=O)C3)n2)c1 (stereo not given)	-3%	3%	-1%	nt	-24%	nt	nt	nt	0%

Assay outcomes deposited in PubChem by National Center for Advancing Translational Sciences (NCATS).
